PRMT1 inh – inhibitors of human PRMT1; Q99873; 370,000 tested, 1.3% active; recombinant PRMT1, activity-based probe fluorescence polarization; inhibition, % at 2.79 µM;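 active = inhibition above about 21% made by adding two undisclosed values, limit read from the data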
UHRF1 binding – blocks human UHRF1 binding to methylated DNA | Q96T88 | 370,000 tested, 0.75% active | AID 687016 | UHRF1 binding to methylated oligo, TR-FRET | inhibition, % at 4.4 µM; in the data active = inhibition above about 21%;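 note: UHRF1 SRA domain binding a hemimethylated CpG hairpin DNA probe; 0% = median of test compound wells and 100% = reference inhibitor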
LEDGF integ inh – blocks HIV-1 LEDGF/p75-dependent DNA integration; 370,000 tested, 0.64% active; inhibition, % at 3.7 µM; TR-FRET IN-LEDGF/p75 DNA integration, Eu/Cy5;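 active = inhibition above the screen-wide mean plus 3 SD, cut at about 13% in these data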;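 note: signal is the Cy5 over europium emission ratio at 671 and 618 nm; 0% = plate median of compound wells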
mABHD4 FP – inhibits mouse alpha/beta hydrolase domain 4 | Q8VD66 | purified mABHD4, FP-Rh probe fluorescence polarization | inhibition, % at 8.92 µM | 370,000 tested, 0.54% active;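 active = inhibition exceeding the mean over every tested compound plus 3 SD, cut at about 30% in these data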;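 note: 0% = plate median of compound wells and 100% = S159A mutant with DMSO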
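Assay system: wild-type mouse ABHD4 protein; compound: single nominal dose of 8.92 µM, 0.89% DMSO final; schedule: 45 min + 60 min at 25 °C; measured by: FP readout, ex 525 nm / em 598 nm; evaluation: % inhibition of FP-Rh probe binding versus controls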
PG9 Ab binder – binds the HIV-1 gp120 antibody PG9; AID 624416; 360,000 tested, 0.43% active; inhibition, % at 6.7 µM; TR-FRET gp120-PG9 antibody binding; in the data active = inhibition above about 8.5%
NR1D1 modulator – modulators of human Rev-erb alpha DNA binding; Rev-erbα–FITC-DNA binding, fluorescence polarization, 90 min; activity, % at 10 µM; 370,000 tested, 0.79% active;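 active = activity above about 14%, limit read from the data; passing the limit was not always enough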;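 note: 0% = DMSO wells with 35 nM protein and 100% = DMSO wells with 750 nM protein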
Target sequence (P20393 whole entry, looked up): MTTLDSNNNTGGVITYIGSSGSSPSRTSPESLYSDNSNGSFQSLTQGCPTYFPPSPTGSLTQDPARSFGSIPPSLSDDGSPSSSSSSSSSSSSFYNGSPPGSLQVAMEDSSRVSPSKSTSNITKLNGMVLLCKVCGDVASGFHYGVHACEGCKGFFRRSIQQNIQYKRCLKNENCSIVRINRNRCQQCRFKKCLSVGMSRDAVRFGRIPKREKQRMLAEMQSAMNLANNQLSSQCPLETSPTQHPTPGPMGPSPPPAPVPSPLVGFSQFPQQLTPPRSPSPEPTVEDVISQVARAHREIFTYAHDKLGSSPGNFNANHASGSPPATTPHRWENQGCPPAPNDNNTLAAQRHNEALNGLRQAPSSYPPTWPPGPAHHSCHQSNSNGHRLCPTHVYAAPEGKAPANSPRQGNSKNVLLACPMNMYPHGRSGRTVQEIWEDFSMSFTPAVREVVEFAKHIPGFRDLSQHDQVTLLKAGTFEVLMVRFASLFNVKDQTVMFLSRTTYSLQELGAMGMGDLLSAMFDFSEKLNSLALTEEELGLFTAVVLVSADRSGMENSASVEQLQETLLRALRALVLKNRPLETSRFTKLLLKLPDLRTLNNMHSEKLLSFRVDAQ
HTRA1 inhibitor – HTRA1 (human) protease inhibition; Q92743; recombinant HTRA1, FP-rhodamine activity-based probe, fluorescence polarization; inhibition, % at 5.96 µM; 340,000 tested, 0.5% active; AID 504803; in the data active = inhibition above about 36%;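 note: 0% = enzyme with DMSO and 100% = wells lacking enzyme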
MBD2 DNA inh – blocks human MBD2 binding to methylated DNA. Q9UBB5. TR-FRET, MBD2 binding to methylated oligonucleotide. AID 686964. 370,000 tested, 0.31% active. inhibition, % at 4.4 µM; in the data active = inhibition above about 13%
Target sequence (Q9UBB5 whole entry, looked up): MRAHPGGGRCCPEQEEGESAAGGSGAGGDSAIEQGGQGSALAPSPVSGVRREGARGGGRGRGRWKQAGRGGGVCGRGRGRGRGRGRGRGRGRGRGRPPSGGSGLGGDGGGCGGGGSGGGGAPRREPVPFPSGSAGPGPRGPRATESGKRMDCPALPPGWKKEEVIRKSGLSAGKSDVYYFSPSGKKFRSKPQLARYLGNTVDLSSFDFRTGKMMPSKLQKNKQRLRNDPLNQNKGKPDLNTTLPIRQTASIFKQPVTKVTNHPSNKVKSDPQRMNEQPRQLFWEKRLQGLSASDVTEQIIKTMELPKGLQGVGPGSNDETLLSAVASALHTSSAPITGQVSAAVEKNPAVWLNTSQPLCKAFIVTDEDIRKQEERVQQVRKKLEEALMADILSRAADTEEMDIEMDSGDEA
rCAG binder – molecules binding r(CAG) RNA repeats | r(CAG) RNA repeat, TO-PRO-1 dye displacement fluorescence | inhibition, % at 3 µM | 370,000 tested, 1.3% active;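 active = inhibition above the plate cutoff, the mean of all test compounds on that plate plus 3 SD, cut at about 35% in these data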;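 note: 0% = DMSO alone and 100% = 100 µM mitoxantrone as full dye displacement; higher means more dye released from RNA so lower well fluorescence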
TCR-CD3 inh – human TCR-CD3 binding inhibition; inhibition, % at 9.4 µM; 360,000 tested, 0.37% active; TAMRA-labeled TCR probe fluorescence, biochemical; AID 651800; in the data active = inhibition above about 19%;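 note: recombinant mutant TCR 2C K166C tagged with TAMRA read by polarization; 0% = receptor in buffer alone and 100% = receptor with positive control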
* hit, by the source's call; · = no result given. The list is partial. The share of hits here may be higher or lower than overall.

SMILES	NR1D1 modulator	LEDGF integ inh	mABHD4 FP	PRMT1 inh	rCAG binder	UHRF1 binding	MBD2 DNA inh	TCR-CD3 inh	PG9 Ab binder	HTRA1 inhibitor
CC(Sc1ncn[nH]1)C(=O)c1c(N)n(C)c(=O)n(C)c1=O (stereo unspecified)	-5.9	4.3	-3.5	-3.5	1.4	-0.6	-3.3	6.7	-3.6	10.2
COc1ccc([C@H]2CC(=O)C[C@@H](CCn3cc(-c4ccncc4)nn3)O2)cc1	-2.1	5.2	-0.9	2.9	3.2	3.3	5.3	-1.9	0.4	·
Cc1ccc(NC(=O)c2ncn(CCCNCc3ccccc3)n2)cc1C	11.4	-14.3	-7.0	3.1	2.7	2.4	2.7	-0.8	0.9	-1.8
CC(=O)Nc1cc(C(C)(C)C)c(O)c(C(C)(C)C)c1	-0.4	0.7	4.9	6.7	-5.1	-0.3	-0.5	12.1	-1.1	-2.4
Cc1c(C(=O)NC(C(C)C)C(C)C)cccc1[N+](=O)[O-]	1.0	0.0	5.4	-1.1	-0.1	-4.7	4.5	5.5	-0.3	-0.2
Cc1cc(Cl)ccc1OCC(=O)NCC(c1cccs1)N1CCOCC1 (stereo unspecified)	1.0	-0.7	8.6	-0.2	-4.1	1.6	1.5	6.3	-0.5	-6.0
O=C(CSc1nc2ccccc2c(=O)n1-c1ccccc1)Nc1ccc2c(c1)CCC2	-0.6	2.8	-13.9	-3.6	12.2	-1.5	-6.2	-2.3	0.2	·
C[C@@H](NC(=O)[C@@H]1Cc2ccccc2CN1C(=O)OC(C)(C)C)C(=O)NC1CCCCC1	-0.4	-6.6	-14.1	9.5	-6.3	6.3	2.5	-4.5	-1.4	-0.2
CCOC(=O)c1cnc2cc(C)nn2c1C	-4.1	-0.9	2.6	-1.2	-0.5	0.5	-0.5	0.9	0.1	2.3
Cc1ccccc1C(=O)NC(=S)Nc1ccc(N2CCN(C(=O)c3ccccc3)CC2)cc1	-13.7	-1.4	-1.8	1.4	-0.2	-0.8	-4.1	1.5	-1.7	5.4
CCOC(=O)c1sc2nc(CC(=O)OC)nc(NCCN(CC)CC)c2c1C	-0.5	0.4	1.0	0.2	-1.9	-0.1	-5.4	1.4	-2.8	-4.8
O=C(NNc1nc2ccccc2s1)c1ccccc1F	-3.0	-5.0	-0.1	5.3	1.5	-0.6	-0.7	3.5	-1.8	7.4
CC(C)(C)OC(=O)C[C@H]1C/C=C\C[C@H](CC(=O)N(CCO)Cc2ccccc2)C(=O)NC[C@H](c2ccccc2)OC1=O	-2.0	-1.4	3.7	0.1	-7.2	0.4	4.7	2.1	-0.1	0.3
Nc1c(-c2ccc(Cl)cc2)cnc2c(-c3ccccc3)cnn12	5.5	-0.7	-1.9	-3.0	5.9	-3.7	-10.8	-3.1	0.4	8.8
CCCn1c(C2CC(=O)N(c3ccc(C)cc3)C2)nc2ccccc21 (stereo unspecified)	4.1	-0.9	-1.5	1.7	-6.0	3.3	-0.2	-4.2	0.0	-1.2
CCCN1CCN(C(=S)Nc2ccc([N+](=O)[O-])cc2)CC1	-1.8	1.5	-6.5	-2.5	-1.4	-6.0	1.0	1.2	-0.9	0.4
COC(=O)c1cn(C(=O)c2ccco2)c2ccccc12	-0.1	0.8	-8.1	-0.7	3.2	3.3	0.7	-1.3	-2.3	5.7
O=C1NC[C@@H](CCCCN2C[C@H](Cc3ccc(O)cc3)N(CCC3CCCCC3)C(=O)C2=O)N(Cc2ccccc2)C1=O	-2.5	-3.3	8.6	2.3	4.5	2.4	2.1	7.9	0.2	·
COc1ccc(CC(=O)OCc2csc(CC(=O)Nc3ccc(C)cc3)n2)cc1	0.4	1.2	9.9	-2.9	7.2	-1.4	-6.4	3.2	-1.0	-0.4
COC(CNC(=O)c1cc(C)nn1-c1ccccc1)OC	-1.1	0.1	-3.4	-3.5	-1.5	-1.3	-0.5	5.7	-1.5	-1.0
C/C(=N/NS(=O)(=O)c1ccc(C)cc1C)c1c[nH]c2ccccc12	4.6	-0.1	3.5	3.1	17.7	4.6	1.5	9.1	-2.2	-5.1
COc1ccc(N2CCN(C(=O)c3cccc(N4C(=O)C5CC=CC(C)C5C4=O)c3)CC2)cc1 (stereo unspecified)	-1.4	1.9	0.0	4.4	1.9	-3.0	-3.8	3.6	-3.2	1.1
COc1ccc(OC)c2sc(N3CCN(C(=O)c4ccc([N+](=O)[O-])s4)CC3)nc12	-5.2	-7.6	0.7	1.3	-0.2	1.9	4.5	-3.8	-2.4	3.1
CC(NC(=O)C1CCCN(C(=O)c2ccc(Cl)cc2)C1)c1cccc(C(F)(F)F)c1 (stereo unspecified)	-1.8	-1.8	2.8	0.7	-1.6	0.5	-3.8	4.0	1.3	-4.4
COc1ccc(CCC(=O)Nc2cc(S(=O)(=O)N3CCOCC3)ccc2OC(C)C)cc1	-3.0	-2.1	1.8	1.9	-0.3	8.4	5.8	-9.2	-0.4	-0.6
CCOC(=O)Cc1cc(=O)n2[nH]c(C)cc2n1	7.0	0.4	4.2	0.6	0.3	1.2	-6.0	2.2	0.6	2.7
COCc1ccc(CN2CCCC(C(=O)Nc3ccc(-c4cccc(OC)c4)cc3)C2)o1 (stereo unspecified)	3.9	-2.1	-5.2	1.4	-3.3	-2.7	2.9	-2.6	0.4	-19.9
O=c1c2ccccc2c(-c2ccc(O)cc2)nn1-c1cccc(C(F)(F)F)c1	3.5	-1.1	-65.9	4.8	8.1	3.2	4.5	-4.8	-0.3	-65.5
O=C1C2C3C=CC(C2C(=O)N1c1cccc(O)c1)C1C2C(=O)N(c4cccc(O)c4)C(=O)C2C31 (stereo unspecified)	-4.8	-0.9	-1.3	2.1	6.5	2.5	2.8	1.3	0.9	3.3
COC(=O)C1CCN(C(=O)COC(=O)c2cc(-c3cccs3)nn2-c2ccccc2)CC1	0.0	0.8	-0.5	0.3	-4.7	-4.1	3.0	7.1	-0.4	1.8
CCOC(=O)C(NC(=O)c1cccnc1)(Nc1cccc(C)n1)C(F)(F)F (stereo unspecified)	4.0	0.3	6.0	0.3	-1.5	0.5	3.4	5.6	-0.9	-2.4
Cc1nc2ccccc2c(=O)n1NC(=O)Cc1ccc([N+](=O)[O-])cc1	-4.2	-2.8	2.9	-2.7	-0.1	-2.9	-0.7	10.2	-1.1	-3.7
CCOc1ccc(NC(=O)CN(C)C(=O)CC2CC3CCC2C3)cc1OCC (stereo unspecified)	-2.7	-4.2	4.3	-0.8	-10.7	-0.1	0.1	-0.2	0.0	-2.8
Cc1ccnc(NC(=O)Nc2cccc(F)c2)n1	-0.3	-5.4	3.4	-2.1	1.1	-3.9	-6.4	11.3	-1.7	6.2
Cc1nnc2ccc(-c3ccc(NS(=O)(=O)c4ccc(F)cc4F)cc3)nn12	-6.9	-3.6	4.2	0.7	9.7	0.7	1.0	2.1	-0.7	1.8
O=S(=O)(CCc1nc2ccccc2[nH]1)c1ccc(Cl)cc1	2.9	2.3	8.8	-2.7	-1.1	-0.2	0.8	4.7	-1.7	1.2
O=C(CSc1cccc2cccnc12)N/N=C/c1ccc(F)cc1	-5.9	1.7	12.2	-4.0	-0.7	-5.2	-2.6	-7.0	2.6	4.2
COc1cccc(C(=O)N2CCN(Cc3cn[nH]c3-c3ccc(F)cc3F)CC2)c1	-1.0	1.2	-0.6	-3.8	-3.5	-0.6	0.6	3.0	0.1	5.3
Cc1ccc2nc(NCCNC(=O)c3ccccc3)c(C#N)cc2c1	-2.6	-0.2	1.3	3.3	-2.0	-2.0	-3.6	-1.8	1.7	-12.5
Cc1ccc(C(=O)NCC(=O)OCc2c(F)cccc2Cl)cc1	-1.3	-2.4	-0.9	1.7	-6.9	1.1	0.0	2.8	1.3	-2.5
Cc1nn(-c2ccccc2)c2c1C(c1ccc([N+](=O)[O-])cc1)C(C#N)=C(N)O2 (stereo unspecified)	4.8	4.3	41.7*	15.9	17.2	1.9	-2.6	-6.6	-2.3	11.5
CCn1nccc1C(=O)Nc1cccc(C)c1C	6.7	3.7	4.2	0.2	0.9	0.4	2.7	-4.8	1.8	-0.1
COc1cc(NC(=O)c2cnn3c(C(F)F)cc(C4CC4)nc23)c(OC)cc1Cl	-1.7	0.0	-1.7	0.1	-1.3	1.2	1.4	-3.1	-0.5	6.0
CC(=O)NCCc1ccc(S(=O)(=O)Nc2ccc3c(c2)OCCO3)cc1	0.5	2.7	-3.6	-0.2	3.2	6.4	2.6	-10.6	-1.7	-2.8
Clc1cccc(N/N=C/c2ccncc2)c1	-1.2	-1.4	1.8	-0.8	1.7	-5.8	-8.1	-1.4	-0.8	-9.8
CC(C)[C@H](NC(=O)NCc1ccc(Cl)cc1)C(=O)O	-0.9	-0.1	-0.2	-1.4	4.3	-3.0	3.1	6.0	-0.4	1.1
Cc1nc2ccc(NC(=O)c3ccc([N+](=O)[O-])cc3)cc2[nH]1	-3.7	0.0	0.7	2.0	0.9	-0.7	2.4	-6.6	-2.6	2.0
Cc1cccc(NC(=O)CCCN2C(=O)C3CC=CCC3C2=O)c1 (stereo unspecified)	3.6	-1.9	-1.8	1.0	-1.3	3.4	-1.3	3.0	0.6	-1.9
COC(=O)c1ccccc1NC(=O)CSc1n[nH]c(-c2ccncc2)n1	0.3	3.1	-0.5	-2.6	-0.4	-2.8	-2.4	8.3	0.6	9.0
CCN(Cc1cn(Cc2ccccc2)nn1)S(=O)(=O)c1ccc(F)cc1Br	-4.8	-2.9	5.4	-3.6	1.4	0.4	6.0	·	·	·
O=C(Cc1c(F)cccc1Cl)N1CCN(S(=O)(=O)c2cccc(F)c2)CC1	4.9	-2.9	0.6	-4.0	-5.0	-2.1	-1.7	-0.9	2.0	-9.9
COC(=O)c1c(NC(=O)C(C)(C)C)csc1C	-4.8	-1.9	-0.4	-1.3	-5.2	-1.6	3.0	3.8	-0.6	6.8
Cc1nc2ccc(Br)cn2c(=O)c1Cl	-5.8	2.8	1.7	-2.4	0.7	-3.2	-4.9	0.5	1.0	1.2
COc1ccc2oc(C(=O)OCC(=O)N(Cc3ccccc3)C(C)C)c(C)c2c1	1.6	4.4	-4.3	-2.1	-0.4	-1.9	2.2	1.0	-2.3	-25.7
CCC(=O)Nc1ccc(C(=O)COC(=O)c2nc3nccc(C)n3n2)cc1	-26.8	10.1	-1.0	5.4	29.0	55.5*	34.0*	13.4	-0.5	5.9
COc1ccc(Cl)cc1Nc1nc(Cl)nc(NCCO)n1	-5.7	-2.1	-3.7	-1.3	4.3	-1.8	-3.1	-6.2	0.2	-3.9

Some of these compounds in order of count of non-hydrogen atoms, falling.
SMILES	NR1D1 modulator	LEDGF integ inh	mABHD4 FP	PRMT1 inh	rCAG binder	UHRF1 binding	MBD2 DNA inh	TCR-CD3 inh	PG9 Ab binder	HTRA1 inhibitor
COc1cccc(C(=O)N2CCN(Cc3cn[nH]c3-c3ccc(F)cc3F)CC2)c1	-1.0	1.2	-0.6	-3.8	-3.5	-0.6	0.6	3.0	0.1	5.3
Cc1nc2ccccc2c(=O)n1NC(=O)Cc1ccc([N+](=O)[O-])cc1	-4.2	-2.8	2.9	-2.7	-0.1	-2.9	-0.7	10.2	-1.1	-3.7
CC(C)[C@H](NC(=O)NCc1ccc(Cl)cc1)C(=O)O	-0.9	-0.1	-0.2	-1.4	4.3	-3.0	3.1	6.0	-0.4	1.1
